HIV RNase H inh – blocks HIV-1 RNase H cleavage of RNA/DNA duplex | P04585 | RT-RNase H RNA/DNA duplex cleavage, fluorescence | inhibition, % at 10 µM | hit rate 1.9% among 65,000 | AID 565; in the data active = inhibition above about 50%
RmlCD inh mix – mixture blocks RmlC and RmlD coupled enzyme activity; inhibition, % at 5.5 µM; hit rate 0.39% among 110,000; RmlC/RmlD coupled enzyme inhibition, 384-well mixture HTS; in the data active = inhibition above about 30%, passing the limit was not always enough; inconclusive = no clear call, values can overlap the other calls; also: strong numbers were not always called active
The depositor's hits bear a star; ? = inconclusive; / = no result given.

no.	canonical_smiles	HIV RNase H inh	RmlCD inh mix
1	COc1cc2[nH]ccc(=O)c2cc1OC	/	-7
2	CC(=O)Nc1nc2c(c3c1c(=O)oc1ccccc13)CCCCC2	-23	/
3	O=C(NC1CCCCC1)N1CCCC(c2nc3ccccc3[nH]2)C1 (stereo unspecified)	-10	16
4	CC(C)CC(NC(=O)C1CCC(C)CC1)C(=O)Nc1cccnc1 (stereo unspecified)	6	20
5	Cn1c(=O)c2c(nc(CN3CCc4ccccc4C3)n2CC(=O)c2ccccc2)n(C)c1=O	-3	3
6	Cn1nc([N+](=O)[O-])nc1Oc1ccc2ccccc2c1	/	16
7	CCN(CC)S(=O)(=O)c1ccc(C(=O)OCCNC(=O)c2cccnc2)cc1	/	-9
8	O=C(NCCc1ccccc1)c1nc2nc(-c3cccs3)cc(C(F)(F)F)n2n1	/	-89
9	O=C(CNS(=O)(=O)c1ccccc1)Nc1ccc(C(F)(F)F)cc1	/	12
10	COc1ccccc1Nc1nnc(SCC(=O)N2CCCC2=O)s1	-14	3
11	Cc1ccc(C(=O)CC(=O)c2cccc(F)c2)c(O)c1	/	-8
12	C#CCNC(=O)C1=C[C@H](c2ccccc2)C[C@H](OCCCCO)O1	/	11
13	CC1CCCCC1N=CC1=C(O)CC(C)(C)CC1=O (stereo unspecified)	14	-7
14	CCCCn1c(SCC(=O)NC(=O)NCc2ccco2)nc2cc(S(N)(=O)=O)ccc21	20	4
15	Cc1cccc2cc(=O)[nH]c(C)c12	9	8
16	Cc1csc(SCC(=O)NC2CCCCC2)n1	/	-12
17	Cn1c(=O)n(-c2cccc(Cl)c2)c(=O)c2c3c(sc21)COC(C)(C)C3	/	1
18	CC1(C)Cc2cccc(OCC(=O)Nc3cccnc3Cl)c2O1	/	5
19	Oc1ccccc1-c1nnc(COc2ccc(Cl)cc2Cl)o1	0	-26
20	O=C(NCc1ccccc1)C1=C[C@H](c2ccc(Br)cc2)C[C@H](OCc2ccc(CO)cc2)O1	/	-5

Reformatted screen by screen: part of the list above.
#19 Oc1ccccc1-c1nnc(COc2ccc(Cl)cc2Cl)o1
#18 CC1(C)Cc2cccc(OCC(=O)Nc3cccnc3Cl)c2O1
#14 CCCCn1c(SCC(=O)NC(=O)NCc2ccco2)nc2cc(S(N)(=O)=O)ccc21
#12 C#CCNC(=O)C1=C[C@H](c2ccccc2)C[C@H](OCCCCO)O1

| Screen / compound no. | 19 | 18 | 14 | 12 |
| --- | --- | --- | --- | --- |
| HIV RNase H inh | 0 | / | 20 | / |
| RmlCD inh mix | -26 | 5 | 4 | 11 |

(continued)
no.	canonical_smiles	HIV RNase H inh	RmlCD inh mix
21	CCCCCCCCN1[C@@H](CC(=O)O)c2ccc(C(F)(F)F)cc2S1(=O)=O	/	-8
22	S=C(NCCN1CCOCC1)N/N=C/c1c2ccccc2cc2ccccc12	/	4
23	O=C(Cc1cccs1)N1CCC2(CC1)OCCO2	1	3
24	O=c1cc(-c2ccccc2Cl)oc2cccc(O)c12	/	-10
25	CCN1CCN(S(=O)(=O)c2ccc(OC)c(Br)c2)CC1	-3	0
26	CCOC(=O)c1c(C)[nH]c(C(=O)CSc2nnc(C3CC3)n2N)c1C	/	-7
27	N#CCc1c(C#N)c(N)nc(N2CCN(c3ccc(F)cc3)CC2)c1C#N	/	-10
28	O=C(Nc1cccnc1)c1cnc2ccccc2n1	-10	13
29	Cn1nnnc1SCCOc1ccc(C#N)cc1	-8	7
30	C/C(=N\NC(=O)c1ccccc1)c1ccc2c(c1)OCO2	/	-11
31	CCCn1c(=O)c(C(=O)Nc2ccccc2C(=O)OCC)c(O)c2ccccc21	28	-5
32	CCc1ccccc1-n1c(-c2ccncc2)n[nH]c1=S	30	17
33	O=C(NCCN1CCCCC1)c1ccc(=O)oc1	-5	48*
34	Cc1ccc(/C=C/C(O)=C2/C(=O)N(C)C3(C)CC2c2ccccc2O3)cc1 (stereo unspecified)	/	-31
35	O=C(N1CCOCC1)C12CCC3CC(CC(C3)C1)C2	0	-9
36	COc1cc(NS(=O)(=O)c2ccc(NC(=O)C3CCCO3)cc2)nc(OC)n1 (stereo unspecified)	-2	-2
37	CCNC(=O)NC(=O)C(C)SCc1ccccc1C (stereo unspecified)	-6	-14
38	CCCN(CCO)Cc1cccc(Cl)c1	-16	-6
39	O=c1c2cc(Br)ccc2nc2n1CCCCC2	/	-30
40	CCOCC(=O)Nc1ccc2c(c1)OCCO2	-4	9
41	COc1cccc(C(C#N)N2CCCCC2)c1O (stereo unspecified)	19	5
42	COc1cccc(C(=O)/C=C/Nc2cc(C)ccc2O)c1	-7	1
43	CC1Cc2cc(/C(O)=C3/C(=O)C(=O)N(CC4CCCO4)C3c3ccco3)ccc2O1 (stereo unspecified)	-4	-4
44	CC(=O)N1CCc2cc(S(=O)(=O)NCCC(=O)N3CCN(Cc4ccccc4)CC3)ccc21	-14	-17
45	CC(C)(C)OC(=O)NCCCC1=CC2=CC(=O)C(C)(O)C(=O)C2=CO1 (stereo unspecified)	/	-9
46	CCOC(=O)c1nnc(-c2ccccc2)o1	-6	9
47	O=C(NCc1ccco1)Oc1ccccc1	-8	10
48	COC(=O)C(NC(C)=O)(Nc1nc2ccc(C)cc2s1)C(F)(F)F (stereo unspecified)	/	-1
49	Cc1ccccc1NC(=O)CSc1nc(COc2ccccc2)nc2ccccc12	/	6
50	CCN1C(=O)[C@@H]2[C@H](C1=O)[C@@H]1C[C@H]3C(=O)N(CC)C(=O)[C@H]3[C@@H]3C1=C(C(=O)N1C(=O)OC(=NCC4CC4)[C@]31C)[C@@H]2C	/	-14
51	CCOc1ccc(S(=O)(=O)N2CCN(c3ccc(OC)cc3)CC2)c2cccnc12	-7	-9
52	COc1ccc(C2C(C(=O)c3cccs3)=C(O)C(=O)N2c2nnc(C)s2)cc1OC (stereo unspecified)	-19	0
53	Cc1cc(NC(=O)COC(=O)c2c(C)nn(Cc3ccccc3Cl)c2Cl)no1	45	4
54	Cc1cc(C)cc(SCc2noc(C(=O)NCC3CCCO3)c2C(=O)O)c1 (stereo unspecified)	/	8
55	COc1ccccc1C(=O)NCCc1nc2ccccc2[nH]1	-3	3
56	Cc1c(C(=O)Nc2cnccn2)oc2ccccc12	-34	-9
57	CC(C)c1ccccc1N=C1SCCN1C1CCS(=O)(=O)C1 (stereo unspecified)	-47	-2
58	O=C1CCCC2=C1C(c1cccs1)n1nc(SCc3ccccc3)nc1N2 (stereo unspecified)	-13	6
59	O=C(Nc1ccc(-c2noc(COc3ccccc3Cl)n2)cc1)c1ccco1	2	3
60	COc1cc(C2CC(=O)Nc3ccccc3S2)cc(OC)c1OC (stereo unspecified)	-34	8
61	O=C(CC(c1ccccc1)c1ccccc1)NCCO	5	13
62	Cc1nnc(SCC(=O)N2CCOCC2)c2ccccc12	8	12
63	Cc1ccc(SC(C)c2nc(-c3ccncc3)no2)cc1 (stereo unspecified)	-34	14
64	COCCN1C(=O)N[C@@H](c2cccc(C(F)(F)F)c2)[C@H](C(C)=O)[C@H]1C	/	6
65	COC(C[C@H](O)C[C@H](O)[C@H](C)OCc1ccccc1)OC	/	-12
66	COC(=O)C1C(O)=C(C=NC2CCCCC2)C(=O)CC1(C)C (stereo unspecified)	-2	11
67	CC1CCCCN1S(=O)(=O)c1ccc2c(c1)CCN2C(=O)C1CCC1 (stereo unspecified)	-17	/
68	O=c1cc(-c2ccc(O)cc2)oc2cc(O)cc(O)c12	/	8
69	Cc1cc(NC(=O)CSc2nc3ccsc3c(=O)n2NC(=O)c2ccccc2)no1	-4	-9
70	O=C(NCCc1ccccc1)C1CCN(S(=O)(=O)N2CCC3(CC2)OCCO3)CC1	-1	-14

Continuation:
no.	canonical_smiles	HIV RNase H inh	RmlCD inh mix
71	CCOc1ccc(NC(=O)CN(Cc2ccccc2)S(C)(=O)=O)cc1	/	-5
72	O=C1CSC(c2ccccn2)N1Cc1cn2ccccc2n1 (stereo unspecified)	1	-6
73	O=C(Cn1c(=O)oc2cc(S(=O)(=O)N3CCCCCC3)ccc21)NC1CCCCCCC1	26	-8
74	O=C(Nc1cccnc1)c1ccc2c(c1)C(=O)N(Cc1cccnc1)C2=O	-7	-13
75	Cc1c(C(=O)O)oc2c1C(O)CCC2 (stereo unspecified)	2	5
76	Cc1ccc(C2CC(C(F)(F)F)n3nc(C(=O)NCc4ccco4)cc3N2)cc1 (stereo unspecified)	5	-16
77	NC(=O)c1ccccc1Nc1nc(NCCO)nc(N2CCCC2)n1	/	-9
78	CCCCCCCCCCCC(=O)c1c(O)cccc1O	/	4
79	CCN(CC)C(=O)CSc1nnc([C@@H](N)Cc2ccccc2)o1	2	-12
80	O=C(Nc1ccc(F)c(F)c1)c1cc(S(=O)(=O)N2CCN(c3ccccn3)CC2)ccc1F	/	-10

Single records (already shown). Screens in order: HIV RNase H inh, RmlCD inh mix
Profile of O=C(Nc1ccc(F)c(F)c1)c1cc(S(=O)(=O)N2CCN(c3ccccn3)CC2)ccc1F = /, -10
Profile of CCN(CC)C(=O)CSc1nnc([C@@H](N)Cc2ccccc2)o1 = 2, -12

The list continues:
no.	canonical_smiles	HIV RNase H inh	RmlCD inh mix
81	CC(C)C(=O)Nc1ccc(-c2nc3cccnc3o2)cc1	-4	?
82	COc1nc(Nc2ccc3c(c2)OCO3)nc(OC)n1	-7	11
83	COCc1cc(=O)[nH]c(Nc2nc3ccc(C)cc3o2)n1	25	7
84	Nn1c(SC/C=C/c2ccccc2)nnc1-c1ccncc1	52*	/
85	CCCCNC(=S)NNC(=O)C12CC3CC(CC(C3)C1)C2	/	3
86	Cc1cc(C)c2c(C)c(C(=O)NCc3ccncc3)oc2c1	/	11
87	O=[N+]([O-])c1ccc(N2CCN(S(=O)(=O)c3ccc(Cl)cc3)CC2)cc1NCc1cccnc1	/	-7
88	COc1ccc(-n2ncc3c(N4CCC(C(N)=O)CC4)ncnc32)cc1	-8	-24
89	Cc1cccc(N(C)S(=O)(=O)c2ccc3c(c2)CCC(=O)N3)c1	-2	17
90	CC(C)NC(=O)c1ccc(-c2cccc(C(F)(F)F)c2)o1	/	5
91	O=C(CNCC1CCCO1)Nc1ccc(N2CCCCCC2)cc1 (stereo unspecified)	2	4
92	CCCc1nccn1S(=O)(=O)c1cc(OC)ccc1OC	/	9
93	C/C(=N\Oc1cccc(F)n1)c1ccc(Cl)cc1Cl	/	-4
94	O=C(CCS(=O)(=O)Cc1ccccc1F)NCCCN1CCCCC1	-16	/
95	CC(=O)c1ccccc1NS(=O)(=O)c1c(C)nn(-c2ccccc2)c1C	-14	4
96	CCOCCCNC(=S)NCCNc1nc2c(C)cccc2cc1C#N	/	-9
97	CCc1ccc(/C=C2/SC(=S)N(CC(=O)Nc3nc4ccccc4s3)C2=O)cc1	/	4
98	CC(C)OC(=O)CCC1(C(=O)O)CCC(=O)NC1 (stereo unspecified)	-16	-10
99	CN(C)C1=NP(N(C)C)(N(C)C)=NC(c2ccccc2)=N1	-3	-15
100	CCC(=O)N1CCc2cc(S(=O)(=O)CCC(=O)O)ccc21	-17	7
101	CC(C)(C)C(=O)CSc1nccc(=O)[nH]1	4	-14
102	O=C(CCc1ccccc1)n1nc(-c2ccccc2)nc1NCc1ccco1	-6	4
103	CC1CCCCN1CCNC(=O)C1CCN(S(=O)(=O)N2CCCCC2)CC1 (stereo unspecified)	11	-9
104	CCOc1ccc(OCC(=O)N2CCOCC2)cc1	-3	6
105	CCC(CC)c1nc(NCCC(=O)O)c2ccccc2n1	76*	8
106	CCCCC(c1nnnn1Cc1ccco1)N1CCN(C(=O)c2ccco2)CC1 (stereo unspecified)	-10	/
107	COc1ccc(Cc2nnc(NC(=O)c3c(-c4ccccc4)noc3C)s2)cc1	-2	-1
108	Cc1ccnc(SCCn2c(N3CC(C)CC(C)C3)nc3c2c(=O)n(C)c(=O)n3C)n1 (stereo unspecified)	1	2
109	CCOC(=O)c1[nH]c(COC(=O)CCOc2ccccc2OC)c(C(=O)OCC)c1C	/	-2
110	Cc1ccc(NCc2nnc(SCC(=O)c3ccccc3)o2)c(C)c1	-1	-12
111	COc1ccc(CCN2C(=NC(=O)CCC(=O)O)SC3CS(=O)(=O)CC32)cc1OC (stereo unspecified)	-13	-7
112	COc1ccccc1N1CCN(c2cc(=O)n(-c3ccccc3Cl)c(=O)[nH]2)CC1	0	-7
113	CC1(C)Cc2ccccc2-c2c1c(=O)n(Cc1ccccc1)c1nnnn21	/	-9
114	Cc1cc(Br)cc(C)c1OCCCCN(C)C	/	-8
115	COc1ccc(-c2nc3n(n2)C(c2cccnc2)C(C(N)=O)=C(C)N3)cc1 (stereo unspecified)	-21	-1
116	COc1ccc(CCNS(=O)(=O)c2ccc(N3CCCC3=O)cc2)cc1	/	-9
117	C[C@H](NC(=O)NCCc1ccccc1)C(=O)O	-7	/
118	O=C(N/N=C/c1ccccc1Br)c1ccc(CSc2cccc3cccnc23)cc1	/	-17
119	Nc1cc(-c2ccco2)no1	-2	8
120	CC(=O)Nc1ccc(S(=O)(=O)NC(CC(=O)NCCC2=CCCCC2)C(C)C)cc1 (stereo unspecified)	-7	-13

Looked up by structure from the list above, four records:
no.	canonical_smiles	HIV RNase H inh	RmlCD inh mix
113	CC1(C)Cc2ccccc2-c2c1c(=O)n(Cc1ccccc1)c1nnnn21	/	-9
112	COc1ccccc1N1CCN(c2cc(=O)n(-c3ccccc3Cl)c(=O)[nH]2)CC1	0	-7
115	COc1ccc(-c2nc3n(n2)C(c2cccnc2)C(C(N)=O)=C(C)N3)cc1 (stereo unspecified)	-21	-1
117	C[C@H](NC(=O)NCCc1ccccc1)C(=O)O	-7	/

The list continues.
no.	canonical_smiles	HIV RNase H inh	RmlCD inh mix
121	CCOC(=O)c1ccc(NC(=O)C2CCCO2)cc1 (stereo unspecified)	-8	-7
122	CCOC(=O)N1CCN(C(=O)CSCC(=O)Nc2nc(-c3ccc(Cl)s3)cs2)CC1	-15	-15
123	O=C(CSC1=NCCS1)N1CCN(c2ccc(Cl)cc2)CC1	/	9
124	Cn1c(=O)c2c(nc(CN3CCC(C(N)=O)CC3)n2Cc2c(F)cccc2Cl)n(C)c1=O	-3	-17
125	CC1=NNC(=O)/C1=C\c1cn(-c2ccccc2)nc1-c1ccc(Cl)cc1	/	8

Only part of the results is shown, so the mix of outcomes need not match the whole.
